Assay outcomes: PubChem, several laboratories
Scp-1 inhibitor: Scp-1 (human) phosphatase inhibition. Q9GZU7. Recombinant Scp1, phosphopeptide, malachite green phosphate absorbance. inhibition, % at 20 µM. 0.88% of 340,000 active;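 active means inhibition above about 50% at 20 µM, limit read from the data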;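 further: plate controls were DMSO wells with enzyme for no effect and wells lacking enzyme for full effect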
Target sequence (Q9GZU7 76-261 limits assumed): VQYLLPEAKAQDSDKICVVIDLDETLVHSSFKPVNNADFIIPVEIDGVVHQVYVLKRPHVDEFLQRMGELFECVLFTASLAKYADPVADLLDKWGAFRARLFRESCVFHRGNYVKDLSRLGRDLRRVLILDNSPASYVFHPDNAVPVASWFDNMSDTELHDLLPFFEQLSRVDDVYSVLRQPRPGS
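Test system: SCP-1 phosphatase catalytic domain, residues 76-261; measured by: colorimetric phosphate reagent with accelerator and stabiliser, absorbance at 630 nm; timing: enzyme reaction 45 min at room temperature, colour 5 min, stabilisation 30 min; also added: Phosphorylated 17-residue peptide substrate; compound dosing: one concentration, 20 µM, with 1.0% DMSO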
STEP block: inhibitors of human striatal-enriched phosphatase STEP. AID 588621. inhibition, % at 20 µM. recombinant STEP, OMFP fluorogenic substrate, fluorescence. P54829. 0.25% of 360,000 active;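 active means inhibition at 20 µM, scaled per plate between control wells, above about 37%, limit read from the data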;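 further: 0% = DMSO with enzyme and substrate and 100% = substrate only without enzyme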
Target sequence (P54829 whole entry, looked up): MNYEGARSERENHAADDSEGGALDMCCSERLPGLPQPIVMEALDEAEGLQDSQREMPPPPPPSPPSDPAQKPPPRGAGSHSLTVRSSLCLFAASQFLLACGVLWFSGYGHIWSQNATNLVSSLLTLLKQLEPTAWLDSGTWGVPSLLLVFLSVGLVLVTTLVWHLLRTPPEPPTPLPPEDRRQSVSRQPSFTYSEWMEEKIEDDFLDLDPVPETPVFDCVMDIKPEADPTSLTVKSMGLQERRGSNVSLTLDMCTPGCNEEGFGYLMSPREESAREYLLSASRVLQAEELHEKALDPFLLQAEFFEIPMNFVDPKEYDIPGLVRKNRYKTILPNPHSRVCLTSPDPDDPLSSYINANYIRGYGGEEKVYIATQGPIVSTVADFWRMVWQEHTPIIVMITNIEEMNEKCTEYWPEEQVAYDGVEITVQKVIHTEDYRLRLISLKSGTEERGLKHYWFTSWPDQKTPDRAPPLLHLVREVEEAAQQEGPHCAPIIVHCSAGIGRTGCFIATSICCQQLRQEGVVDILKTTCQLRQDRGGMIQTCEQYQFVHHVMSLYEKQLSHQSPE
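Material: STEP (striatal-enriched tyrosine phosphatase) enzyme, cell-free | Medium: 50 mM Bis-Tris pH 6.0 with 2.5 mM DTT and 0.005% Tween 20 | Read-out: Percent inhibition scaled to no-enzyme and uninhibited-enzyme controls, plate-pattern corrected | Signal: Fluorescence read at 480 nm ex / 540 nm em | Times: 20 min reaction, room temperature, in the dark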
NRP1-CendR mod: modulators of CendR peptide binding to human neuropilin-1; O14786; FAM-RPARPAR peptide binding to NRP-1, fluorescence polarization; inhibition, % at 25 µM; 0.85% of 360,000 active; AID 602438;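 active means inhibition or corrected inhibition above about 18%, plus a signal ratio from 0.5 to 1.5, limit read from the data, passing the limit was not always enough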; further: strong numbers were not always called active
TbMetRS inhib: Trypanosoma brucei MetRS inhibition | purified T. brucei MetRS, ATP depletion, Kinase-Glo luminescence | inhibition, % at 11.9 µM | 0.4% of 360,000 active;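 active means inhibition above a per-plate cutoff of the control wells' mean inhibition plus 3 SD, cut at about 5.5% in these data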;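 further: 0% = DMSO wells median and 100% = median of wells with control inhibitor compound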
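Measured by: Kinase-Glo luciferase luminescence reporting remaining unconsumed ATP. Material: purified T. brucei MetRS enzyme. Doses: 11.9 µM compound single dose, 0.9% DMSO. Medium: HEPES buffer containing pyrophosphatase, BSA, spermine, DTT. Times: 15 min preincubation, 2 h reaction, all 25 °C. Reagent: methionine, ATP and bulk E. coli tRNA.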
LMPTP inh: blocks human LMPTP phosphatase; P24666; recombinant LMPTP-A, OMFP fluorogenic substrate, fluorescence intensity; inhibition, % at 20 µM; 0.22% of 360,000 active; AID 651560;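 active means compounds that cut the enzyme signal by at least half of the control window in the single-dose screen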;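 further: plate controls were DMSO wells with enzyme plus substrate for no effect and substrate without enzyme for full effect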
Target sequence (P24666 whole entry, looked up): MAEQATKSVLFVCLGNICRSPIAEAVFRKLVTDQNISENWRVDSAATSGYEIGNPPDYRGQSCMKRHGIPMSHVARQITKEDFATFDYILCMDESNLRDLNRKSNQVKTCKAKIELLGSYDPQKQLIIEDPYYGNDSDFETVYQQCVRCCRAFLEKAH
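Assay system: LMPTP-A, protein tyrosine phosphatase of low molecular weight / Medium: pH 6.0 Bis-Tris buffer with DTT and Triton X-100 / Schedule: 50 min enzyme reaction at room temperature, protected from light / Measured by: endpoint fluorescence intensity from OMFP dephosphorylation / Read-out basis: % inhibition relative to no-enzyme and uninhibited control wells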
eLon inh: inhibits E. coli Lon protease; purified E. coli Lon protease, fluorescence polarization; 0.42% of 360,000 active; AID 602123; P0A9M0; inhibition, % at 7.94 µM; in the data active means inhibition above about 13%, passing the limit was not always enough;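 further: 0% = enzyme with probe and DMSO and 100% = no enzyme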
DNMT1 inh: DNMT1 (human) enzyme inhibition; P26358; DNMT1 molecular beacon, Hinp1I cleavage, fluorescence; inhibition (reported as % activation of signal), % at 10 µM; 0.83% of 360,000 active; AID 588458; in the data active means inhibition above about 50%
MsrA act: activates bovine MsrA enzyme. 0.3% of 360,000 active. AID 602163. activation, % at 10.6 µM. purified bovine MsrA, absorbance read-out; in the data active means activation above about 7.5%;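 further: 0% = vehicle and 100% = reference activator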
MsrA inh: inhibitors of bovine MsrA; purified bovine MsrA, absorbance read-out; inhibition, % at 15.5 µM; 0.75% of 360,000 active; in the data active means inhibition above about 4.5%;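 further: 0% = vehicle wells with enzyme and 100% = reference inhibitor wells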
SUMO1 PPI mod: alters human SUMO1 binding to SIM partners; P63165; AID 602429; 0.33% of 360,000 active; inhibition, % at 20 µM; SUMO1 binding to a labelled peptide, TR-FRET, 1 h; in the data active means inhibition above about 37%
Target sequence (P63165 whole entry, looked up): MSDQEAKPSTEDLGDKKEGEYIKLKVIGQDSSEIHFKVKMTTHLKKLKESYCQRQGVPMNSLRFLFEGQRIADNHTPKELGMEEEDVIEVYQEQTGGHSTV
* = called active by the depositor; i = inactive; · = no result given.

SMILES | Scp-1 inhibitor | STEP block | NRP1-CendR mod | TbMetRS inhib | LMPTP inh | eLon inh | DNMT1 inh | MsrA act | MsrA inh | SUMO1 PPI mod
COC(=O)C1C(c2ccccc2)C(C(=O)N2CCOCC2)C1c1ccccc1 (centres undefined) | -8 | 3 | 9 | -0.1 | -0.2 | -12 | 0 | 1 | 0.0 | -4
COC(=O)c1ccc2nc(-c3ccc(F)cc3)c(Cc3ccccc3C(F)(F)F)n2c1 | · | · | -1 | -0.1 | 2.3 | -4 | · | -2 | -0.5 | -4
CCOc1ccc(N(C)S(=O)(=O)c2ccc(C)c(C(=O)Nc3nnc(C4CC4)s3)c2)cc1 | -3 | 0 | -2 | 0.3 | 2.6 | -4 | 0 | -2 | -1.7 | 4
CC1Sc2ccc(S(=O)(=O)N3CCC(C(=O)N4CCN(C)CC4)CC3)cc2NC1=O (centres undefined) | 3 | -1 | 6 | -0.7 | 0.4 | 9 | -1 | -8 | -0.3 | -8
CC1=C(C(=O)N2CCCCCC2)CC(CC(=O)NCCN2CCOCC2)C(=O)N1Cc1ccc(C(C)(C)C)cc1 (centres undefined) | · | · | 5 | -0.6 | -1.9 | -5 | · | -1 | 0.2 | 4
CCOc1ccc(/C=N/NS(=O)(=O)c2ccc(C)cc2)cc1OC | -4 | -2 | 4 | 0.5 | 1.7 | -3 | -1 | -3 | 1.5 | -10
O=C(CCn1c(=O)sc2ccccc21)NCc1ccco1 | -1 | 1 | -1 | -0.3 | -1.7 | 1 | 1 | -2 | 0.5 | 1
O=[N+]([O-])c1ccccc1/C=N/n1c(COc2ccccc2)n[nH]c1=S | 3 | -3 | 6 | -0.4 | 0.8 | 2 | -3 | 5 | 0.7 | -25
CCOCC(=O)Nc1ccc(-c2cn3cccnc3n2)cc1 | -1 | -4 | 6 | -0.3 | 0.1 | 9 | -4 | -4 | 4.5 | -12
O=C(CCSCc1cccc(F)c1)NCc1ccc(F)cc1 | -10 | -2 | 8 | 0.3 | -1.0 | -4 | -1 | 1 | -0.4 | 6
COc1ccc(CNC(=O)COC(=O)c2ccc(OCC3CCCO3)cc2)cc1 (centres undefined) | -10 | 1 | 1 | 0.1 | -0.3 | 2 | -3 | -3 | 0.2 | 7
COc1ccc(S(=O)(=O)Nc2ccc(C(N)=O)cc2)cc1C(=O)N1CCCCCC1 | -6 | 3 | -1 | -0.2 | -0.7 | 3 | 1 | -2 | 0.1 | 3
COc1ccc(N(CC(=O)NCc2cccs2)S(=O)(=O)c2cccnc2)cc1 | 0 | 3 | -8 | 0.6 | -0.5 | 0 | 0 | -2 | 0.2 | 11
CCS(=O)(=O)N1CCN(c2ccc([N+](=O)[O-])c(NCc3cccnc3)c2)CC1 | 8 | 0 | 15 | 0.0 | 4.1 | -10 | 4 | -14 | 5.4* | -23
CCOC(=O)[C@H]1[C@H]2COc3cc(OC)ccc3[C@@H]2N2C(=O)CN(Cc3ccc(OC)cc3)C(=O)[C@@]12C | 0 | 4 | -6 | -0.2 | -1.9 | -3 | 1 | -12 | 1.9 | 2
CCCCOC(=O)Cn1c(=O)c2c(nc3n2CCCCN3c2ccc(C)cc2)n(C)c1=O | -14 | 4 | -4 | -0.5 | 0.3 | 3 | -4 | -3 | -0.9 | 17
CC(=O)Nc1ccc(C(=O)OC2CCOC2=O)cc1 (centres undefined) | 2 | -1 | -8 | -0.2 | -2.3 | 2 | 3 | -1 | 0.1 | 1
COc1ccc(CN2C(=O)CN=C2Nc2cc(C)ccc2C)cc1 | 6 | 1 | 7 | 0.0 | 0.3 | 4 | 2 | 0 | -0.3 | -2
COc1ccccc1C1NC(=O)NC(C)=C1C(=O)OC1CCCCC1 (centres undefined) | -3 | 1 | 3 | -0.8 | 0.0 | -8 | 0 | -5 | -0.3 | -1
CS(=O)(=O)N(CCc1ccccc1)CC(N)=O | -6 | 0 | 5 | 0.4 | -0.5 | -2 | 13 | -4 | -0.8 | 0
Cc1ccc(S(=O)(=O)N(C)C)cc1NC(=O)C1CCCCC1 | -6 | -1 | 10 | -0.5 | -1.0 | 2 | 1 | -1 | -1.2 | 2
Cc1ccc(NC(=S)NC(=O)C2CC2)cc1Cl | -2 | -2 | -6 | -0.2 | 2.3 | -8 | -3 | -3 | 0.1 | 3
CC(C)CNC(=O)c1ccccc1SCC(=O)NC12CC3CC(CC(C3)C1)C2 | -6 | -3 | -10 | -0.1 | -1.2 | -2 | 2 | -2 | 0.2 | 0
CCc1c(C)sc(NC(=O)OC)c1C(=O)N1CCCCC1 | 5 | 1 | -9 | -1.0 | -1.2 | 14 | -6 | -12 | -1.2 | 28
COc1cccc(NCCC(=O)c2cccc([N+](=O)[O-])c2)c1 | 2 | -2 | -9 | -0.1 | 0.4 | 5 | 4 | -2 | -1.5 | -24
Cc1ccc(N(CCC#N)C(=O)CN2C(=O)NC(Cc3ccccc3)C2=O)cc1 (centres undefined) | -3 | 1 | 0 | -0.4 | 0.3 | -6 | 2 | -2 | 1.0 | -1
Cc1nnc(NC(=O)CCS(=O)(=O)c2ccccc2)s1 | 14 | 4 | 5 | 0.8 | 0.6 | -10 | 17 | 0 | -1.2 | 2
Cc1cc(C)cc(-n2c(=O)c3ccccc3n(CC(=O)NCC3CCCO3)c2=O)c1 (centres undefined) | -3 | 0 | 0 | -0.6 | 0.6 | -2 | 2 | -2 | 0.0 | 0
Cc1cccc(NCC(=O)N/N=C\c2ccccn2)c1 | -2 | 0 | 10 | 0.1 | -1.2 | -5 | -2 | -1 | -0.1 | 2
CCOc1ccccc1NC(=O)COC(=O)c1ccc(S(=O)(=O)N2CCCC2)cc1 | 3 | 0 | -2 | -0.6 | 0.9 | -5 | 1 | 0 | -1.3 | -1
CCc1cc2c(=O)c(-c3nc4ccccc4n3C)coc2c(CN2CCCCC2C)c1O (centres undefined) | -4 | 31 | 4 | 0.4 | 34 | -7 | 13 | -2 | 3.5 | 19
CCOC(=O)c1c(CN2CCCCC2C)oc2ccc(OC)cc12 (centres undefined) | 2 | 0 | 0 | -0.5 | -0.5 | 6 | -4 | -1 | 1.2 | -1
CCc1nc2ccccc2n1CCc1ccccc1 | -4 | 2 | -6 | -0.8 | 2.8 | -5 | 3 | -6 | -0.3 | 0
COc1cc(NC(=O)Cc2ccc([N+](=O)[O-])cc2)c(C(=O)O)cc1OC | -7 | -1 | 0 | -0.1 | 0.3 | -3 | 4 | -1 | 1.0 | -13
Fc1ccc(NC(=S)Nc2cccc3ccccc23)cc1F | -15 | 5 | 6 | -0.3 | 1.8 | 3 | -6 | -3 | -1.9 | -5
Cc1ccnc(N2C(=O)OC(C)(C)C2(C)O)c1 (centres undefined) | -7 | -2 | -11 | -1.3 | -1.4 | 5 | 1 | -14 | 0.2 | -2

Three entries out of the list above, arranged by the value under MsrA act, falling:
SMILES | Scp-1 inhibitor | STEP block | NRP1-CendR mod | TbMetRS inhib | LMPTP inh | eLon inh | DNMT1 inh | MsrA act | MsrA inh | SUMO1 PPI mod
CCOc1ccccc1NC(=O)COC(=O)c1ccc(S(=O)(=O)N2CCCC2)cc1 | 3 | 0 | -2 | -0.6 | 0.9 | -5 | 1 | 0 | -1.3 | -1
COc1cc(NC(=O)Cc2ccc([N+](=O)[O-])cc2)c(C(=O)O)cc1OC | -7 | -1 | 0 | -0.1 | 0.3 | -3 | 4 | -1 | 1.0 | -13
Cc1cc(C)cc(-n2c(=O)c3ccccc3n(CC(=O)NCC3CCCO3)c2=O)c1 (centres undefined) | -3 | 0 | 0 | -0.6 | 0.6 | -2 | 2 | -2 | 0.0 | 0

Next entries.
SMILES | Scp-1 inhibitor | STEP block | NRP1-CendR mod | TbMetRS inhib | LMPTP inh | eLon inh | DNMT1 inh | MsrA act | MsrA inh | SUMO1 PPI mod
C=CCn1c(=O)c2c3c(sc2n2c(Nc4ccc(OC)cc4)nnc12)CCCC3 | 3 | 4 | 4 | -0.5 | 2.4 | 13 | -3 | -2 | -1.5 | 4
CCCCS(=O)(=O)N1CCC(C(=O)NCC2CCCO2)CC1 (centres undefined) | -5 | -2 | 9 | 0.0 | -1.2 | -7 | -1 | -1 | 0.1 | 2
CCOC(=O)/C(N=Nc1ccc(C(=O)O)cc1[N+](=O)[O-])=C(\C)O | -8 | -3 | 0 | -0.3 | -0.1 | -9 | 2 | -1 | -0.1 | -2
N#C/C(=C\c1ccc(N2CCOCC2)o1)C(=O)NC1CCCCC1 | -1 | 3 | -260 | -0.2 | 7.9 | i | 5 | 1 | 0.9 | -44
Cc1ccc(C(=O)NNC(=S)NC(=O)c2ccc(Cl)cc2)cc1 | -13 | 1 | -5 | -0.6 | -2.7 | -2 | 3 | -1 | 2.7 | 2
Cc1ccc(C(=O)N/N=C\c2ccc(OC(=O)c3cccs3)cc2)cn1 | -6 | 3 | -2 | -1.4 | -0.2 | 5 | 1 | -9 | 2.4 | 1
Cc1c(OCC(=O)OC(C)C)ccc2c3c(c(=O)oc12)CCC3 | -7 | 0 | 5 | -0.6 | 0.4 | 6 | 3 | -10 | 1.7 | -2
N#C/C(=C/c1cccnc1)c1ccccc1 | -12 | -2 | 6 | 1.3 | -0.6 | 6 | 4 | -3 | 6.5* | -15
O=C(COc1c(Cl)cc(Cl)cc1Cl)c1ccc(Cl)cc1 | -9 | 0 | 2 | 0.1 | -2.3 | -7 | 10 | 0 | -0.3 | -4
COc1ccccc1CNC(=O)COC(=O)COc1ccccc1Cc1ccccc1 | -12 | 3 | 1 | -0.5 | 3.2 | 2 | 1 | -2 | 3.0 | 5
C/C(CC(=O)Nc1ccc(C)cc1C)=N\NC(=O)C(C)C | -1 | 0 | 6 | -0.5 | 0.0 | -6 | -1 | -8 | 0.8 | -1
COC(=O)c1cc(NC(=O)Cc2ccc(OC)c(OC)c2)cc(C(=O)OC)c1 | -6 | 1 | -10 | -0.6 | 0.4 | -2 | 0 | -2 | 0.6 | 1
CCOC(=O)c1ccccc1NC(=O)c1ccc(N(C)S(C)(=O)=O)cc1 | -15 | -2 | 4 | 0.0 | -0.6 | -9 | -1 | -2 | -0.7 | -4
CC(=O)c1cccc(N(C(=O)CNC(=O)c2ccco2)C(C(=O)NCc2ccco2)c2ccccc2)c1 (centres undefined) | -8 | -1 | 4 | -0.6 | -0.1 | -7 | 2 | -4 | -1.1 | 2
COc1ccc(OC)c(NC(=O)c2ccc(S(=O)(=O)N3CCN(C)CC3)cc2)c1 | -11 | -7 | 3 | -0.1 | -2.0 | -8 | -2 | -3 | -0.7 | 0
CC(=O)c1cccc(NC(=O)C(C)OC(=O)/C=C/c2cccs2)c1 (centres undefined) | -5 | 2 | 7 | -0.2 | -0.1 | 3 | 0 | -4 | 0.1 | -11
Cc1ccc(S(=O)(=O)NNC(=O)C(O)(c2ccccc2)c2ccccc2)cc1 | -10 | 1 | 10 | -0.5 | -0.4 | -2 | -3 | -3 | -1.6 | 6

Not a hit list. Share with any hit: about 4.3%.
